From PubChem BioAssay
MKP-3 inhibition = MKP-3 phosphatase inhibitors, primary screen, biochemical, rat enzyme, in vitro (AID 425); recombinant MKP-3 phosphatase activity, fluorescence; higher % means a stronger effect; inhibition, % at 20 µM, or IC50 in µM where a hit was titrated; 110,000 tested, 0.17% active; in the data active means inhibition above about 50%;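 further: plate controls were vehicle for no effect and reference inhibitor for full effect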
Hsp70 displacement = small molecules displacing fluorescent ligand from Hsp70 – biochemical, fluorescence polarization, primary screen (AID 583); 140,000 tested, 0.06% active; Hsp70 fluorescence polarization probe displacement, mP; higher % means a stronger effect; one-dose displacement, % at 20 µM; IC50 in µM for titrated hits; in the data active means displacement above about 50%;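 further: plate controls were vehicle for no effect and reference ligand for full effect; a part of the inactive calls stands beside numbers as strong as those of hits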
* marks the source's active call; other numbers are inactive results; . = not tested or not shown; & = joins results of further samples. Not all compounds are listed; rates above refer to the full screens.

Preview:
MKP-3 inhibition	Hsp70 displacement	Molecule
-3%	3.1%	Cc1ccc(CNC(=O)CCCn2c(=O)[nH]c3ccccc3c2=O)cc1
.	0.5%	O=C(OCC(=O)N1CCN(C(=O)c2ccco2)CC1)c1cc(-c2cccc(Br)c2)nc2ccccc12
4%	-1.1%	C=CCN(CC=C)C(=O)COc1ccc(Cl)cc1
0%	-4.9%	O=C1CC(NCCc2ccc(Cl)cc2)C(=O)N1c1ccc(Br)cc1 (stereo not drawn)
-2%	-38%	COc1cc(OC)cc(C(=O)Nc2cc(-c3nc4cc(Cl)ccc4o3)ccc2C)c1
-13%	4.4%	COc1ccc(OC)c(N(CC(=O)Nc2ccc(NC(C)=O)cc2)S(C)(=O)=O)c1

All compounds of this part, repeating the preview:
MKP-3 inhibition	Hsp70 displacement	Molecule
-3%	3.1%	Cc1ccc(CNC(=O)CCCn2c(=O)[nH]c3ccccc3c2=O)cc1
.	0.5%	O=C(OCC(=O)N1CCN(C(=O)c2ccco2)CC1)c1cc(-c2cccc(Br)c2)nc2ccccc12
4%	-1.1%	C=CCN(CC=C)C(=O)COc1ccc(Cl)cc1
0%	-4.9%	O=C1CC(NCCc2ccc(Cl)cc2)C(=O)N1c1ccc(Br)cc1 (stereo not drawn)
-2%	-38%	COc1cc(OC)cc(C(=O)Nc2cc(-c3nc4cc(Cl)ccc4o3)ccc2C)c1
-13%	4.4%	COc1ccc(OC)c(N(CC(=O)Nc2ccc(NC(C)=O)cc2)S(C)(=O)=O)c1
5%	-3.4%	Cc1nnc(NC(=O)c2cc(Cl)cc(Cl)c2)s1
-2%	7.1%	O=c1[nH]c(CN2CCN(C/C=C/c3ccccc3)CC2)nc2ccccc12
-2%	-2.9%	Cc1cc(SCC(=O)c2ccccc2)nc(C)n1
4%	4.0%	O=C1c2cc(S(=O)(=O)n3cnc4ccccc43)ccc2-c2ccc(S(=O)(=O)n3cnc4ccccc43)cc21
-1%	4.6%	O=C(O)c1ccc(Oc2ccc(-c3ccc(Oc4ccc(C(=O)O)c(C(=O)O)c4)cc3)cc2)cc1C(=O)O
1%	7.6%	O=C(Nc1sc2c(c1C(=O)N1CCOCC1)CCCCC2)c1ccc([N+](=O)[O-])cc1
-1%	-4.5%	CC1(C)Cc2c(C#N)c(SCC(=O)c3ccccc3)nc(N3CCOCC3)c2CS1
0%	-1.3%	O=C1C2C3C=CC(CO)(O3)C2C(=O)N1c1cc(C(F)(F)F)ccc1Cl (stereo not drawn)
2%	-5.9%	CCNC(=S)NNC(=O)CSc1nc2ccccc2n1Cc1ccccc1
-2%	2.0%	O=C(Cc1ccccc1)N1N=C(c2ccncc2)CC1(O)C(F)(F)F (stereo not drawn)
0%	-3.1%	Cc1[nH]n(-c2ccccc2)c(=O)c1C=Nc1cccc(Cl)c1
-2%	3.6%	Cc1ccc2oc(-c3cccc(N)c3C)nc2c1
-4%	2.1%	Cc1onc(-c2ccccc2)c1C(=O)N1CCOCC1
28%	-19%	COc1cc(/C=C2/NC(=S)NC2=O)ccc1OCc1ccccc1Cl
.	1.9%	O=C(Cc1ccc(S(=O)(=O)N2CCOCC2)s1)Nc1nc2c(s1)CCCC2
-5%	0.2%	O=c1cnnc(NCc2ccccc2)[nH]1
.	-0.2%	CC(=O)C1=C(O)C(=O)N(CCC(=O)O)C1c1ccccc1Cl (stereo not drawn)
.	3.2%	Cc1ccc(S(=O)(=O)NCCC(=O)Nc2nnc(C)s2)cc1
-5%	-11%	CCOC(=O)c1c(C)[nH]c(C(=O)OC/C(O)=C(\C#N)c2nc3ccccc3[nH]2)c1C
1%	-0.2%	Cc1ccccc1N1OC2C(=O)N(c3ccccc3)C(=O)C2C1c1cccs1 (stereo not drawn)
-2%	0.1%	O=C(Nc1ccc(-c2nc3ccccc3[nH]2)cc1)C1CCCO1 (stereo not drawn)
2%	-0.5%	N#CC1=C(SCC(=O)Nc2ccc(Br)cc2)NC(=O)CC1c1cccc2ccccc12 (stereo not drawn)
3%	1.5%	O=C(Nc1ccc(Cl)cc1)C1CC=CCC1C(=O)OCC(F)(F)C(F)F (stereo not drawn)
1%	4.5%	CC(C)c1ccc(/C=C/C(=O)Nc2ccccn2)cc1
1%	2.6%	O=C(c1ccco1)N1CCN(C(=O)c2ccc(Cn3cc(Br)cn3)o2)CC1
8%	5.0%	COC(=O)c1cc2sc(Cl)cc2n1CC(=O)Nc1cccc(SC)c1
9%	-5.2%	O=C(CN1C(=O)c2ccccc2S1(=O)=O)c1ccccc1
1%	4.6%&-2.1%	CCCn1c(/N=C/c2ccccc2O)nc2ccccc21
-1%	1.2%	CC1(C)C(C=C(Cl)Cl)C1C(=O)Nc1cccc(C(=O)O)c1 (stereo not drawn)
-6%	-4.5%	O=S(=O)(N=S(N1CCCCC1)N1CCCCC1)c1ccccc1
0%	4.6%&-2.3%	c1ccc(Nc2nc(-c3ccncc3)cs2)cc1
-15%	7.2%	Cc1ccc(OCc2nnc(SCC(=O)Nc3sc(C)c(C)c3C#N)n2C)cc1
-5%	-3.6%	O=C(/C=C/c1ccccc1Cl)Nc1cccc(F)c1
-7%	-3.6%	CCc1ccc(N(CC)c2ncnc3nc[nH]c23)cc1
1%	-0.3%	Cc1cc(-c2ccccc2)c2c3c(cn2n1)c(=O)n(C)c(=O)n3C
0%	0.5%	COc1cc(C2C(C#N)=C(C)NC3=C2C(=O)CC(C)(C)C3)ccc1O (stereo not drawn)
.	-3.9%	COc1ccc(C2c3ccc4ccccc4c3Oc3ncn(CCN4CCOCC4)c(=N)c32)cc1 (stereo not drawn)
3%	0.9%	O=C1CC(CC(=O)N/N=C/c2ccccc2[N+](=O)[O-])=NN1
-15%	-3.7%	CCCOC(=O)C1[C@H]2C(=O)N(C(C)c3ccc(OC)cc3)C[C@]23C=C[C@H]1O3 (stereo partly drawn)
-13%	-2.9%	COCCn1c(SCC(=O)NC(=O)NCc2ccccc2)nc2ccccc21
.	-1.0%	CCN(CC)c1nc(SCCOC(=O)Nc2ccccc2)nc(N(CC)CC)n1
0%	2.3%	COc1ccc(-c2nc(-c3ccc(NC(C)=O)cc3)[nH]c2-c2ccc(OC)cc2)cc1
-1%	1.9%	COc1ccc(-c2c(C)nn3c(-c4cccs4)cc(C(F)(F)F)nc23)cc1
-11%	2.0%	Cc1cc2nc(SCC(=O)O)nc(C)c2cc1C

Random excerpt: 5 records from the list, in no set order.
MKP-3 inhibition	Hsp70 displacement	Molecule
8%	5.0%	COC(=O)c1cc2sc(Cl)cc2n1CC(=O)Nc1cccc(SC)c1
0%	0.5%	COc1cc(C2C(C#N)=C(C)NC3=C2C(=O)CC(C)(C)C3)ccc1O (stereo not drawn)
-1%	1.2%	CC1(C)C(C=C(Cl)Cl)C1C(=O)Nc1cccc(C(=O)O)c1 (stereo not drawn)
1%	-0.3%	Cc1cc(-c2ccccc2)c2c3c(cn2n1)c(=O)n(C)c(=O)n3C
0%	4.6%&-2.3%	c1ccc(Nc2nc(-c3ccncc3)cs2)cc1

The list continues:
MKP-3 inhibition	Hsp70 displacement	Molecule
.	3.2%	Cc1cc2ncn(CCCCOc3ccccc3)c2cc1C
0%	3.0%	COc1ccc(-c2nnc3n2-c2ccccc2SC3)cc1OC
10%	-5.6%	COc1cc2c(cc1OC)C1=NNC(=O)C1=NC(C)(C)C2
-2%	1.0%	CCCCOC(=O)c1ccc(NC(=O)C2CC(C)=C(C)CC2C(=O)O)cc1 (stereo not drawn)
-2%	-1.5%&1.7%	CCN(C(=O)c1ccc(NC(C)=O)cc1)c1ccccc1C
-13%	-6.2%	CCOc1ccc(N(CC(=O)NCc2ccc(OC)cc2)S(=O)(=O)c2c(C)noc2C)cc1
-3%	-5.1%	O=C(NCCOc1ccccc1)C(O)(c1ccc(F)cc1)c1ccc(F)cc1
-6%	-2.7%	CC(C)NS(=O)(=O)c1ccc(NC(=O)c2cccnc2)cc1
2%	-1.8%	CC(C)(C)c1cc(C(=O)N/N=C\c2ccncc2)n[nH]1
.	0.7%	CC(C)C(=O)Nc1ccc2c(c1)nc(CCN1CCN(C)CC1)n2C
-2%	2.9%	Cc1ccc(NC(=O)COc2ccc(Cl)cc2Cl)c([N+](=O)[O-])c1
-8%	-0.1%	COc1ccc(C(=O)OCC(=O)c2ccc(C)c(S(=O)(=O)N3CCOCC3)c2)cc1OC
-1%	-3.7%	CCOc1cc(/C=C2\SC(=S)N(NC(=O)c3ccccc3O)C2=O)ccc1O
2%	4.0%	O=C(NC(NC(=S)Nc1cccc(Br)c1)C(Cl)(Cl)Cl)c1ccccc1F (stereo not drawn)
.	-2.1%	CC(Sc1ccsc1[N+](=O)[O-])C(=O)NCCc1ccc(Cl)cc1 (stereo not drawn)
5%	-2.2%	COCCOC(=O)C1=C(C)NC(C)=C(C(=O)OCCOC)C1c1cn(-c2ccccc2)nc1-c1cccc([N+](=O)[O-])c1
-3%	5.9%	COc1ccc(NC(=O)CSc2nc3c(cc2C#N)CN(C)CC3)cc1
8%	4.2%	COc1ccc(Cn2c(CCC(=O)NCc3ccco3)nc3cccnc32)cc1
0%	3.8%	CC(C)N(Cc1ccccc1)C(=O)/C=C/c1ccccc1
.	-0.2%	N#Cc1ccc(NC(=O)c2nc(-c3ccccc3)n(-c3ccccc3)n2)cc1
0%	-2.0%	O=C(CN1C(=O)CCSc2ccccc21)Nc1cccc(F)c1
1%	-3.7%	O=c1c2ccccc2sn1-c1ccc(S(=O)(=O)N2CCCC2)cc1
0%	-2.8%	CCCc1nnc(SCc2ccc(C(=O)OC)o2)n1N
3%	-0.7%	C/C(=N\NC(=O)c1cccnc1)c1ccc2ccccc2c1
-16%	-0.1%	O=C(NS(=O)(=O)c1ccccc1)c1ccccc1F
13%	-4.7%	COc1ccc(Cn2c(-c3ccco3)nc3oc4ccccc4c(=O)c3c2=O)cc1
.	-3.6%	Cn1c(CNC2CCCCC2)c(C#N)c2ccccc21
.	0.2%	CCCCC(=O)Nc1ccc(C(=O)Nc2nc(CC(=O)OCC)cs2)cc1
-4%	-0.4%	Cc1ccc(OCC(=O)Nc2cccc(I)c2)cc1
2%	0.6%	CCn1c(=O)cc(O)c2c(=O)n(C)c(=O)n(C)c21
.	-5.8%	O=Cc1ccc(OC(=O)C2CC(=O)N(c3ccc(F)cc3)C2)cc1 (stereo not drawn)
.	-4.2%	Clc1cccc(Cl)c1COn1nnc2ccccc21
-6%	-1.4%	COc1ccc(NC2SC(=O)N(CC(=O)O)C2=O)cc1 (stereo not drawn)
3%	0.9%	O=C(CN(c1cccc([N+](=O)[O-])c1)S(=O)(=O)c1ccccc1)Nc1ccc2ccccc2c1
-4%	2.8%	CCCS(=O)(=O)N1CCC(C(=O)NC2CCCC(C)C2C)CC1 (stereo not drawn)
-2%	-2.9%	Cc1cccc(-c2nnc(N)s2)c1
-2%	.	O=S(=O)(NCCSc1ccccc1)c1ccc2c(c1)OCCO2
.	-4.2%	CN(C(=O)Cn1nnc(-c2cccc(C(F)(F)F)c2)n1)C1CCCCC1
-1%	-5.5%	O=C(Nc1ccc(CN2CCCCC2)cc1)c1ccc2c(c1)OCO2
1%	5.5%	CCOc1ccc(N(CC(=O)NC2CCCCC2)S(C)(=O)=O)cc1
-7%	-0.4%	CC1SC2(C(=O)Nc3ccccc32)N(c2ccccc2)C1=O (stereo not drawn)
1%	0.6%	CCOc1ccccc1NC(=O)c1c(NC(=O)c2ccccc2C)sc2c1CCCCC2
-6%	-0.1%	CC(=O)N1CCc2c(sc(NC(=O)c3ccc(S(=O)(=O)N(C)C)cc3)c2C#N)C1
0%	-3.5%	CNC(=O)CN(C)S(=O)(=O)c1ccc(OC)c(Cl)c1
-4%	1.0%	N#CC1(c2ccccc2)CCCN1C(=O)c1ccc(Br)o1 (stereo not drawn)
9%	-78%	Cc1cccn2c(=O)c(/C=C3\SC(=S)N(Cc4ccccc4)C3=O)c(NCCCn3ccnc3)nc12
-2%	14%	COc1ccc(C2/C(=C(/O)c3cnn(-c4ccccc4)c3C)C(=O)C(=O)N2CCN(C)C)cc1OC (stereo not drawn)
-1%	0.4%	Cc1cccc(OCC(=O)NCCCN(C)C)c1
8%	-1.3%	CCOc1ccc(CC(=O)Nc2ccc(S(=O)(=O)Nc3cc(C)on3)cc2)cc1OCC
-2%	2.9%	Cc1c(NC(=O)/C=C/c2ccccc2)c(=O)n(-c2ccccc2)n1C

Further records follow.
MKP-3 inhibition	Hsp70 displacement	Molecule
-6%	-1.7%	O=C1C2ON(c3ccc(Cl)cc3)C(c3ccco3)C2C(=O)N1c1ccccc1 (stereo not drawn)
4%	0.2%	COc1ccccc1OCC(=O)Nc1ccc(-c2nc3ccccc3[nH]2)cc1
.	-0.2%	CCN1C(=O)c2cccc3c(S(=O)(=O)NCc4ccccn4)ccc1c23
3%	-2.8%&-1.2%	CC(=O)Nc1ccc(S(=O)(=O)N(c2cccnc2)S(=O)(=O)c2ccc(NC(C)=O)cc2)cc1
.	4.3%	Cc1cc(=O)[nH]c(SCC(=O)Nc2ccc(S(=O)(=O)N3CCOCC3)cc2)n1
1%&2%	2.9%	COc1ccc(N2C(=O)CC(Sc3nccc(C)n3)C2=O)cc1 (stereo not drawn)
2%	11%	Nc1c(S(=O)(=O)c2ccccc2)c2nc3ccccc3nc2n1/N=C/c1ccco1
-6%	5.5%	O=C1c2ccccc2C(=O)N1c1ncccn1
